esBAF inh: inhibitors of esBAF chromatin remodeling in mouse ES cells; reporter increase, % at 12.5 µM; 350,000 compounds, 2% hits; Bmi1-luciferase knock-in reporter, 24 h; 100% = twice the neutral-well signal; AID 602393; in the data active means activation above about 40%; inconclusive means no clear call, values can overlap the other calls;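 further: 0% = median of the plate's neutral control wells and 100% = double that signal; a rise in the Bmi1 reporter signal indicates esBAF inhibition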
FN deposition inh: fibronectin deposition inhibition; AH1F fibroblasts, Alexa488-fibronectin deposition fluorescence, overnight; inhibition, % at 12.6 µM; 350,000 compounds, 0.086% hits; AID 743247;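 active means mean inhibition across replicates of 30% or more, regardless of how many single replicates reach that level; inconclusive means mean under 30% yet at least half of replicates reach 30%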;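 further: positive control wells lacked labelled fibronectin entirely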
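material = AH1F fibroblast monolayer depositing Alexa488-labelled fibronectin into matrix | amount = 10000 AH1F cells/well | buffer or medium = DMEM plus 2% serum, read in PBS | incubation = 1 h cell adhesion before compound, then overnight fibronectin incubation | detection = fluorescence at 485 nm excitation, 525 nm emission | evaluation = percent inhibition as loss of matrix-bound fibronectin fluorescence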
RAD54 inh: inhibitors of human RAD54 branch migration. Q92698. RAD54 Holliday junction branch migration, FAM/BHQ fluorescence. inhibition, % at 10.4 µM. 360,000 compounds, 0.14% hits. AID 602329;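 active means mean normalized replicate activity at least 40 and at least half of replicates scoring 40 or more; inconclusive means only one of the two criteria met; inactive means mean below 40 and under half of replicates reaching 40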;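 further: 0% = median of neutral control wells and 100% = median of positive control wells; inhibitors cause a drop in the FAM fluorescence signal; in these data hits start at about 50%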
Target sequence (Q92698 whole entry, looked up): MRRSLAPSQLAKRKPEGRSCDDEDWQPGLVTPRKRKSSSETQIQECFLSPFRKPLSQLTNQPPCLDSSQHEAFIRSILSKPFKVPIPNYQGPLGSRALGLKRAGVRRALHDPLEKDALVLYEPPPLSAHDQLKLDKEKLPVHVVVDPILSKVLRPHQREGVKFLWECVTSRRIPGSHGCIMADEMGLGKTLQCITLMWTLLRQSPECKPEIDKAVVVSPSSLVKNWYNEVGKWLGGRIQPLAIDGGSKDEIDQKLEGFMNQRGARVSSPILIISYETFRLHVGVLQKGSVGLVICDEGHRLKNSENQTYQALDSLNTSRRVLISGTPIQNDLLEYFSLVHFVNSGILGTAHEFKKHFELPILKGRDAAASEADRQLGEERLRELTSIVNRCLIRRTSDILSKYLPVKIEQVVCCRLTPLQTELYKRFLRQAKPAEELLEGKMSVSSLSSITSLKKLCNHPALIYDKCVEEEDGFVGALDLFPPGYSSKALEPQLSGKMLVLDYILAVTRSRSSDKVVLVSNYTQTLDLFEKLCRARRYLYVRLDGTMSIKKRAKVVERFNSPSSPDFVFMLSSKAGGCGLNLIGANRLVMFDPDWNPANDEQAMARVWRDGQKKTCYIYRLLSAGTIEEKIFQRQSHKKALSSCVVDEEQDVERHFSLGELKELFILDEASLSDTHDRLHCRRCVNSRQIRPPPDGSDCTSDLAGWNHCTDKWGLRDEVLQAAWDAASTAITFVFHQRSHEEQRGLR
Starred values were filed as active, the others as inactive; ? = inconclusive. These rows are one share of the data; rates above refer to the full screens.

SMILES | esBAF inh | FN deposition inh | RAD54 inh
Fc1cc(F)cc(-c2oncc2-c2nnnn2-c2ccccc2)c1 | -1 | -12 | -3
C[C@H](N)c1nnc(SCc2ccc(Cl)cc2Cl)o1 | 11 | -6 | 3
O=C(NCc1cccnc1)c1c(F)c(F)c(F)c(F)c1F | -10 | -1 | 3
Cc1cc(C)c(S(=O)(=O)N(C)Cc2cnn(C)c2)c(C)c1 | -7 | 6 | 1
O=C(CSc1nnc(Cc2ccccc2)o1)Nc1ccc(Br)cn1 | -1 | 4 | -5
O=C(O)CCCCNCc1ccccc1 | -3 | -10 | -6
O=C(CN1CCCC1)NCC1(c2ccccc2)CCOCC1 | 0 | -6 | -1
O=C(O)CCCn1c(=O)[nH]c2ccccc2c1=O | -10 | -1 | -9
Cc1c(Cc2ccccc2)c(=O)oc2cc(OC(=O)c3ccccc3)ccc12 | -6 | 6 | 5
O=C(CSc1nnc(Cc2cccs2)n1-c1ccc(Cl)cc1)NCc1ccc2c(c1)OCO2 | -2 | -8 | -8
O=P(/C(=N/O)Sc1ccccc1)(N1CCOCC1)N1CCOCC1 | 4 | -4 | -1
CCOC(=O)c1sc(=NC(=O)c2cccc(OC)c2)n(C)c1C | ? | -8 | -4
Cc1ccc(-n2ncc3c(=O)n(CC(=O)NCc4ccco4)cnc32)cc1 | -11 | -3 | -6
Cc1ccc(S(=O)(=O)CCCS(=O)(=O)c2ccc(C)cc2)cc1 | 5 | -17 | 15
Cn1c(C(=O)NCc2ccco2)cc2c(=O)[nH]c3ccccc3c21 | 8 | 0 | 1
COC(CNc1cc(=O)oc2ccccc12)OC | -1 | -2 | 6
COc1ccccc1N1CCN(C(=O)CSc2nnc(NC(=O)c3ccco3)s2)CC1 | 7 | 5 | -2
CCc1ccccc1NC(=O)Cn1nnc(-c2cccnc2)n1 | -2 | 4 | -1
COc1ccccc1-c1cc(C(=O)Nc2ccc(F)cc2F)no1 | 5 | -1 | 5
CCOC(=O)N1CCN(C2OC(=O)c3ccccc32)CC1 (centres undefined) | 1 | -19 | -8

Part of the list above, set out differently.
Values run as follows: esBAF inh	FN deposition inh	RAD54 inh
- Cc1cc(C)c(S(=O)(=O)N(C)Cc2cnn(C)c2)c(C)c1
 : -7	6	1
- Cc1ccc(S(=O)(=O)CCCS(=O)(=O)c2ccc(C)cc2)cc1
 : 5	-17	15
- O=P(/C(=N/O)Sc1ccccc1)(N1CCOCC1)N1CCOCC1
 : 4	-4	-1

New compounds follow
SMILES | esBAF inh | FN deposition inh | RAD54 inh
CNC(=S)N1N=C(c2ccc(C)cc2)CC1c1ccc(Cl)cc1 (centres undefined) | 19 | 1 | 0
Cc1ccc(Oc2ccc(N)cc2)cc1 | -7 | -11 | -13
COc1ccc(/C=N/NC(=O)CNC(=O)c2ccc(S(=O)(=O)N3CCOCC3)cc2)c(OC)c1 | -1 | 4 | 4
COc1ccc(C(CNC(=O)C2CC(=O)N(Cc3ccc(C)cc3)C2)N(C)C)cc1 (centres undefined) | 2 | -1 | -9
COc1cc(-c2nc(-c3cccc(C)c3)no2)cc(OC)c1OC | 27 | -7 | -10
O=C(Nc1ccccc1)OCN1C(=O)c2ccccc2C1=O | 12 | -5 | -2
CCC(=O)N1CCc2cc(S(=O)(=O)CCC(=O)Nc3cccc(F)c3)ccc21 | 0 | 2 | -7
CC1(C)C(=O)Nc2ccccc2N1C(=O)COc1ncnc2ccccc12 | -1 | -2 | -4
COCc1nnc(NC(=O)c2ccc(NC(C)=O)cc2)s1 | 16 | 1 | -4
O=C(c1ccccc1)c1ccc(OCCn2cnc3ccccc3c2=O)cc1 | -4 | -9 | -3
C=CCn1c(SCC(N)=O)nnc1-c1ccccc1O | 4 | 0 | -14
CCC(=O)Nc1cc2nn(-c3ccccc3)nc2cc1Cl | 36 | 2 | -7
CCCCOCCCNS(=O)(=O)Cc1ccccc1 | -2 | -10 | 0
CCOC(=O)c1sc(NC(=O)CSc2nnc(-c3ccc(OC)cc3)n2CCOC)nc1C | -3 | -3 | -10
O=C(c1ccco1)N1CCN(c2nnc(-c3ccccc3)c3ccccc23)CC1 | -6 | 1 | -5
COc1ccc(CCNC(=O)c2[nH]c(C)c(C(C)=O)c2C)cc1OC | -6 | -4 | -10
COc1cccc(N=Cc2c(O)n(-c3cccc(C)n3)c(=O)c3ccccc23)c1 | 7 | -3 | 7
Nc1c(-c2ccccc2)cnn1-c1cccc([N+](=O)[O-])c1 | ? | -9 | 5
COc1ccc(C)cc1NC(=O)COC(=O)C1CC1 | -9 | -4 | -2
CC(=O)N1CN(C2CCCC2)Cc2c1sc1c2CCCC1 | 9 | -4 | -6

Gathered by group: the compounds so far with a COOH group (2)
SMILES | esBAF inh | FN deposition inh | RAD54 inh
O=C(O)CCCCNCc1ccccc1 | -3 | -10 | -6
O=C(O)CCCn1c(=O)[nH]c2ccccc2c1=O | -10 | -1 | -9

New compounds follow:
SMILES | esBAF inh | FN deposition inh | RAD54 inh
CCCOn1c(-n2nc(C)cc2C)nc2ccccc2c1=O | 4 | 1 | 3
Cc1onc(-c2ccccc2Cl)c1C(=O)NCc1ccc(S(N)(=O)=O)cc1 | -10 | 7 | -19
Cc1ccc(OCCCCn2cnc3ccccc32)c(C)c1 | -21 | -6 | -5
O=C(NC12CC3CC(CC(C3)C1)C2)c1cnccn1 | 3 | -4 | -4
CCCN(CCC)C(=S)NC(=O)c1ccc(Cl)cc1Cl | -3 | -1 | -3
O=c1oc(-c2ccc(F)cc2)nc2ccsc12 | 14 | -8 | -1
O=S(=O)(c1cccs1)N1CCN(Cc2ccccc2)CC1 | 5 | 6 | 2
O=C(CN1CCN(c2ccccn2)CC1)N(c1ccccc1)c1ccc2ccccc2c1 | 3 | 3 | 3
COC(F)(C(=O)Nc1ccc2c(c1)C(=O)NC2=O)C(F)(F)F (centres undefined) | 4 | 1 | -2
CC(C)CCNC(=O)CN(C(=O)CCC(=O)Nc1ccccn1)c1ccc2c(c1)OCCO2 | -1 | -3 | -8

3 records drawn at random from those above, as already listed:
SMILES | esBAF inh | FN deposition inh | RAD54 inh
O=S(=O)(c1cccs1)N1CCN(Cc2ccccc2)CC1 | 5 | 6 | 2
Cc1ccc(OCCCCn2cnc3ccccc32)c(C)c1 | -21 | -6 | -5
CCCN(CCC)C(=S)NC(=O)c1ccc(Cl)cc1Cl | -3 | -1 | -3

(more compounds)
SMILES | esBAF inh | FN deposition inh | RAD54 inh
CCN(CC)CCn1c(NCc2ccccn2)nc2ccccc21 | -3 | -12 | -4
CCC(=O)Nc1ccc(-c2nnc(SCC(=O)Nc3nccs3)n2C)cc1 | -4 | 13 | -2
Cc1ccc(-c2cnn(-c3cccc([N+](=O)[O-])c3)c2N)cc1 | 83* | -4 | 4
CCC1Oc2ccccc2N(CC(=O)NCCC2=CCCCC2)C1=O (centres undefined) | -1 | 3 | -10
CN1CCc2c(sc3c2C(=O)NC(c2ccccn2)N3)C1 (centres undefined) | 4 | -7 | -31
CC(=O)Nc1ccc(S(=O)(=O)N2CCC(c3nc4ccccc4[nH]3)CC2)cc1 | -5 | -7 | -3
O=C(Cn1cnc2c(nnn2Cc2ccc(F)cc2)c1=O)N1CCN(c2ccccc2)CC1 | 3 | 9 | -2
O=C(CSc1ncccn1)Nc1ccc(S(=O)(=O)N2CCCCC2)cc1 | 3 | 1 | 0
COc1cccc(C2c3c(oc4ccc(Cl)cc4c3=O)C(=O)N2c2cc(C)on2)c1OC (centres undefined) | 3 | -3 | -6
CC(C)NS(=O)(=O)c1ccc(NC(=S)NC(=O)c2ccc(-c3ccccc3)cc2)cc1 | 20 | -10 | -17
Cc1ccc(-c2nnc(N3CCN(C(=O)Cn4c(=O)n(C)c5ccccc54)CC3)c3ccccc23)cc1 | -9 | -7 | 5
CCN=C1SC(C(=O)Nc2cccc(C(=O)O)c2)CC(=O)N1CC (centres undefined) | 1 | -2 | -4
COc1ccc(N2C(=O)CC(n3cnc4ccccc43)C2=O)cc1 (centres undefined) | 5 | 0 | -7
CCCNC(=O)Cc1ncn[nH]1 | -2 | 9 | -5
COC(=O)CC1NCCNC1=O (centres undefined) | -5 | 0 | 12
N#CNC(N)=Nc1cccc(Cl)c1 | -12 | -6 | -14
COc1ccc(Cc2c[nH]c(=O)[nH]c2=O)cc1 | 4 | 6 | 3
COCCN(CCOC)c1nc(S(=O)(=O)c2ccc(C)cc2)c(Cl)s1 | 4 | -10 | -3
O=C(CSCc1cnn(-c2ccccc2)c1-n1cccc1)N1CCN(Cc2ccccc2)CC1 | -11 | -12 | 6
C=CCSc1nc2c(sc3nc(C)cc(C)c32)c(=O)[nH]1 | 1 | -4 | -2
CCc1nnc(NC(=O)CSc2nnc(CNc3cccc(C)c3)n2-c2ccccc2)s1 | 1 | -5 | -3
CC(C)c1nc2oc3c(NCC4CCCO4)ncnc3c2c2c1CCC2 (centres undefined) | 0 | 3 | -20
Cc1ccc(OCCSc2nnc(-c3cccs3)n2C)cc1 | 4 | -4 | -12
CC(C)Oc1cccc(-c2cc(C(=O)N3CCN(c4ncccn4)CC3)c3ccccc3n2)c1 | 60* | 6 | 6
O=C(Nc1nc(-c2cccs2)cs1)c1ccc(S(=O)(=O)N2CCCC2)cc1 | 2 | -14 | 5
COc1cc(Cl)c(C)cc1NC(=O)CSc1nnc(-c2ccccn2)n1Cc1ccco1 | -7 | 10 | 16
Cc1cc(C)n(-c2nc(NCC(C)O)c3c4c(sc3n2)COC(C)(C)C4)n1 (centres undefined) | 4 | 5 | 15
O=C(CCc1nc2ccccc2s1)N1CCN(S(=O)(=O)c2cccs2)CC1 | -2 | 0 | -4
CCOC(NC(=O)c1ccccc1)C(NC(=O)c1ccccc1)OCC (centres undefined) | -9 | 4 | 2
CCOC(=O)N1CCC(N(C(=O)Nc2ccc(CC)cc2)C(C)CC)CC1 (centres undefined) | 2 | 4 | 0
COc1ccccc1NC(=O)C1CCCN1C(=O)NCc1ccccc1 (centres undefined) | -7 | 0 | -1
CCCCSc1nnc(-c2ccc(C)cc2)o1 | 18 | 7 | -10
Clc1ccc2c(c1)c1cc(Cl)ccc1n2CN1CCOCC1 | -1 | 1 | -3
Cc1cc(C(=O)COc2nncc3ccccc23)c(C)n1C | 3 | 7 | -7
CCC1CCCCN1CCCNC(=O)CNC(=O)Cn1ccc2ccccc2c1=O (centres undefined) | -9 | 0 | -18
Cc1c(N2C(=O)/C(=C\c3cccc4ccccc34)SC2=S)c(=O)n(-c2ccccc2)n1C | 1 | -7 | -7
c1ccc2[nH]c(SCc3cscn3)nc2c1 | 35 | -6 | -4
Cc1cc(N2CCN(C)CC2)nc2ccc(NC(=O)CCC(=O)NCCC3=CCCCC3)cc12 | -6 | 3 | -11
CCC(C)(C(=O)NC1CCCCC1)N(Cc1ccco1)C(=O)CC1NC(=O)NC1=O (centres undefined) | 1 | 4 | 0
O=C(Nc1ccccc1)c1cc2c(=O)c3ccccc3oc2nc1C(F)(F)F | -11 | -5 | -4
Clc1ccc(-c2nnc(-c3ccccc3)c(N3CCSCC3)n2)cc1 | 24 | -7 | 3
Cc1cc(NC(=O)CN2CCN(c3ccccc3O)CC2)no1 | 5 | 6 | 1
CCOC(=O)c1c(NC(=O)CSc2nnc(-c3cccnc3)o2)sc(C(C)=O)c1C | 5 | -3 | -4
CCCNC(=O)COC(=O)c1[nH]c(C)c(C(=O)OCC)c1C | 8 | 8 | 2
CCC1Oc2ccc(C)cc2N(CC(=O)NCCCN2CCCCC2CC)C1=O (centres undefined) | -5 | -7 | 11
COc1ccc(OC)c(S(=O)(=O)NC2CCN(Cc3ccccc3)CC2)c1 | -2 | 2 | 4
Cc1ccc(S(=O)(=O)n2cc(-c3ccccc3)c(N)n2)cc1 | 3 | -3 | 19
CCN1CCN(C(=S)Nc2ccc(Cl)cc2Cl)CC1 | -1 | 0 | -4
CCN(CC)CCn1c(NCc2cccc(OC)c2)nc2ccccc21 | -4 | -1 | 3
COC(=O)c1c(C(=O)OC)c2n(c1C)Cc1ccccc1C2 | -1 | -2 | -4

Next results follow.
SMILES | esBAF inh | FN deposition inh | RAD54 inh
Cc1ccc(N(C)S(=O)(=O)c2ccc(C)cc2)cc1 | -6 | 4 | -3
O=C(COc1ccc(Cl)cc1)NCc1nnc(SCC(=O)NC2CCCCC2)o1 | -2 | 9 | 0
CCOC(=O)c1nnn(-c2nonc2N)c1CNc1ccc(C)c(Br)c1 | -10 | -4 | -3
O=C(NCc1ccncc1)C1CCN(S(=O)(=O)Cc2ccccc2)CC1 | -9 | 5 | 5
COc1cccc(/C=C/C(=C2\C(=O)N(c3ccccc3)N=C2C)c2ccc(Br)cc2)c1OC | -8 | 3 | -5
COc1ccccc1CNC(=O)CCN1C(=O)COc2ccc(C)cc21 | 3 | -6 | -5
Cn1c(=O)c2c(nc(CN3CCC(C(N)=O)CC3)n2Cc2c(Cl)cccc2Cl)n(C)c1=O | -3 | -7 | 0
CCOCCc1nnc(NC(=O)c2cccs2)s1 | 18 | -5 | -6
CC(=O)NNC(=O)c1ccncc1 | 8 | -7 | -1
CCOC(=O)C1CCCC(NS(=O)(=O)c2ccc(NC(C)=O)cc2)C1 (centres undefined) | -2 | -8 | -4
COc1ccc2cnn(-c3ccccc3C)c(=O)c2c1OC | 3 | -15 | -10

High-throughput results: PubChem, Broad Institute
